# Screens from PubChem.
# PPARg SRC3 recr: promotes SRC-3 coactivator recruitment by human PPARgamma | P37231 | biochemical PPARgamma/SRC-3 coactivator recruitment assay | activation, % at 8 µM | 200,000 compounds, 0.26% hits; in the data active means activation above about 23%;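 further: 0% = DMSO and 100% = reference agonist; some compounds past the cut are filed as inactive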
# Target sequence (P37231 whole entry, looked up): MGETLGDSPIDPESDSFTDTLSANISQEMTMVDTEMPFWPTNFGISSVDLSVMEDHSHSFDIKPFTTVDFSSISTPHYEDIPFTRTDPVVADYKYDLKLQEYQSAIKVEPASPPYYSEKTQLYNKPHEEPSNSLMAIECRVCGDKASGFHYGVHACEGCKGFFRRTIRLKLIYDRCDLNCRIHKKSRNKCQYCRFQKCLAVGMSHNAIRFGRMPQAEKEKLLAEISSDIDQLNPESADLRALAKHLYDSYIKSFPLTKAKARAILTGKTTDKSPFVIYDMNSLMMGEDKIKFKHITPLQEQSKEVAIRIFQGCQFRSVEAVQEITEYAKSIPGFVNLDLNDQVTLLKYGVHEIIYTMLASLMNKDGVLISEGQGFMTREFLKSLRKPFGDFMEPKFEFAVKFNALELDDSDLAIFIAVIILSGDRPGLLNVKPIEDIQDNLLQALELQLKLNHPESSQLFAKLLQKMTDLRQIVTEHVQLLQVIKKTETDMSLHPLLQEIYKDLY
# TR-FRET SRC-2 ct: flags TR-FRET format artefacts in PPARgamma SRC-2 recruitment agonist screen; TR-FRET artefact counter-screen; hits give high values; TR-FRET ratio at 8 µM; 200,000 compounds, 0.4% hits; AID 1049; in the data active means TR-FRET ratio above about 2000; further: inactives centre near 1500
# RAM inhibit: inhibitors of the yeast RAM network; S. cerevisiae dse1pr::URA3 reporter, 5-FOA growth OD615, 2 d; analog-sensitive cbk1-as2 kinase mutant strain; inhibition, % at 50 µM; 190,000 compounds, 1.8% hits; AID 868;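 active means inhibition above a set limit, 3 SD over mean compound inhibition, cut at about 8.4% in these data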;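 further: 0% = DMSO-only wells with no growth and 100% = 10 µM 1-NA-PP1 full growth; inhibition rescues growth on 5-FOA so higher OD means more RAM inhibition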
# STAT1 inh: inhibitors of IFN-gamma induced STAT1 signaling. 200,000 compounds, 0.35% hits. inhibition, % at 5.5 µM. NIH 3T3 STAT1-luciferase reporter, luminescence;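 active means inhibition above a set limit, the mean inhibition across all tested compounds plus 3 SD, cut at about 34% in these data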;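 further: 0% = IFN-gamma with DMSO and 100% = IFN-gamma with 300 µM nifuroxazide; values of inactives mirror those of a sister screen read the other way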
# TLR4-MyD88 BLA: TLR4-MyD88 interaction inhibition in cells. 200,000 compounds, 0.18% hits. inhibition, % at 8.4 µM. AID 861. O00206+Q99836. HeLa CL3-4 TLR4/MyD88 BLA complementation, FRET ratio; in the data active means inhibition above about 25%;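 further: 0% = vehicle and 100% = reference inhibitor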
# PPARg SRC-1 ag: agonists of human PPARgamma SRC-1 coactivator recruitment | PPARgamma-SRC-1 coactivator recruitment biochemical assay | activation, % at 8 µM | 200,000 compounds, 0.41% hits | AID 631; in the data active means activation above about 19%;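 further: 0% = DMSO and 100% = reference agonist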
# PPARg SRC2 recr: promotes SRC-2 coactivator recruitment by human PPARgamma. P37231. PPARgamma LBD-SRC-2 recruitment, biochemical. activation, % at 8 µM. 200,000 compounds, 0.34% hits. AID 1032; in the data active means activation above about 22%;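 further: 0% = vehicle and 100% = reference agonist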
# STAT3 activator: activators of IL-6 induced STAT3 signaling; U3A cells, IL-6 STAT3-luciferase reporter, luminescence; 100% = signal with IL-6 EC80 alone; activation (% of control), % at 5.6 µM; 190,000 compounds, 0.91% hits; AID 871;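 active means activation above the screen-wide mean of compound activation plus 3 SD, cut at about 130% in these data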;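 further: 0% = background luminescence of wells with medium and substrate only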
#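 Assay system – human STAT1-deficient U3A cells with stable STAT3-luciferase reporter · Also added – IL-6 (33 ng/mL) · Schedule – compound 1 h, then IL-6 6 h at 37 °C · Technique – reporter luminescence signal · Evaluation – % activation versus median of IL-6-stimulated wells · Benchmarks – IL-6-only wells as 100% reference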
# S1P3 antag: antagonists of human S1P3 receptor; Q99500; CHO S1P3 NFAT-BLA reporter, FRET fluorescence, antagonist mode; inhibition, % at 4.98 µM; 170,000 compounds, 0.27% hits; AID 485;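 active means inhibition above the plate cutoff, the mean inhibition of test wells on that plate plus 3 SD, cut at about 28% in these data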;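 further: cells challenged with S1P at its EC80 of 0.8 µM; blue over green emission ratio from cleaved BLA substrate after 4 h stimulation; 0% = S1P-stimulated wells and 100% = unstimulated DMSO-only wells; some compounds past the cut are filed as inactive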
# STAT3 inh: STAT3 signaling inhibition. U3A cells, IL-6 STAT3-luciferase reporter, luminescence; host cell line lacks STAT1. 190,000 compounds, 0.89% hits. inhibition, % at 5.5 µM;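 active means inhibition above the mean inhibition across all screened compounds plus 3 SD, cut at about 44% in these data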;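 further: 0% = DMSO only wells and 100% = 100 µM nifuroxazide control wells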
# ROMK mod: modulates human ROMK potassium channel activity | Tet-inducible ROMK, thallium flux fluorescence; actives lie on both sides | AID 1918 | 130,000 compounds, 2% hits | B-score at 10 µM;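 active means signal ratio slope over the read window, or its plate-corrected B-score, at least 3 SD from the plate mean, either direction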;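 further: B-score of the F/F0 ratio slope over 7 to 12 s after thallium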
# Target sequence (P48048 whole entry, looked up): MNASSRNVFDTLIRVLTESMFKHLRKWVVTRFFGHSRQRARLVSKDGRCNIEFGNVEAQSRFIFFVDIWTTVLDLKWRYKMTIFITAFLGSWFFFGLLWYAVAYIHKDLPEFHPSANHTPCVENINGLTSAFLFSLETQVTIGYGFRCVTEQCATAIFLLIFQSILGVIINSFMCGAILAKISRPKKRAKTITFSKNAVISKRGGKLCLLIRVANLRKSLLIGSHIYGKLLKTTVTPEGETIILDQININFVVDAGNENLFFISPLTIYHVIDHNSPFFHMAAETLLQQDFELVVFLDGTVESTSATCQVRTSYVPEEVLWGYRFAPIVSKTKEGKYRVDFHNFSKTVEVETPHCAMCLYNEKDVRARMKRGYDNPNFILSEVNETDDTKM
# An asterisk follows results filed as active; / = no result given.
SMILES,PPARg SRC3 recr,TR-FRET SRC-2 ct,RAM inhibit,STAT1 inh,TLR4-MyD88 BLA,PPARg SRC-1 ag,PPARg SRC2 recr,STAT3 activator,S1P3 antag,STAT3 inh,ROMK mod
COc1ccc(-c2nnc(SCC(=O)c3ccco3)n2-c2ccccc2)cc1,0,1471,4.4,7,-1,1,5,95,18,12,0.9
CC(C)Cn1c(N)c(C(=O)CSc2ncnc3sc4c(c23)CCCC4)c(=O)n(C)c1=O,-10,1448,1.2,5,-1,0,2,98,13,3,0.59
O=C(NNC(=O)c1ccccn1)c1cccc([N+](=O)[O-])c1,1,1676,3.5,1,6,1,5,97,-18,8,0.95
COc1ccc(Nc2nnc(SCc3cc(=O)n4ccsc4n3)s2)cc1,-12,1579,-0.3,2,-4,6,5,104,/,-2,/
COC(=O)c1c(NC(=O)Nc2ccc(Cl)cc2)sc(C)c1C,5,1620,3.0,1,-7,5,6,128,/,-34,0.015
O=C(Nc1cccc(OC(=O)c2cccnc2)c1)c1cccnc1,9,1648,0.7,2,-4,7,3,82,/,25,/
CCn1c(SCc2nc3ccccc3c(=O)[nH]2)nc2ccccc21,-1,1557,12*,-4,-10,5,-4,86,-1,20,1
CCN(C(=O)Cc1c(C(=O)O)[nH]c2ccccc12)c1ccc(OC)cc1,-1,1604,2.6,3,-3,5,9,102,-13,3,0.97
CCC(=O)N1CCc2cc(Br)cc(S(=O)(=O)NCc3ccco3)c21,0,1441,-0.3,2,-8,-4,-6,102,/,4,/
O=Nc1c(O)n(Cc2ccc(Cl)c(Cl)c2)c2ccccc12,1,1634,0.5,4,7,6,7,113,/,-16,/
C/C(=N\OCC(=O)Nc1ccc(Br)cc1)c1cccs1,-2,1354,-1.0,3,14,-2,-2,93,-14,8,-0.094
O=C(c1ccccc1)c1nc2c(n1O)CCCCC2,-3,1643,0.0,-6,12,8,-1,103,-13,1,/
CCNC(=O)COC(=O)/C=C/c1ccccc1[N+](=O)[O-],7,1498,2.3,16,13,6,5,92,/,6,0.45
CCCN(CCC)C1=N/C(=C\c2ccco2)C(=O)N1c1ccccc1,-6,1505,4.9,12,-1,-6,1,113,/,-9,0.57
Cc1c(CN2CCC(CO)(CCOc3ccccc3)CC2)[nH]c2c(Cl)cccc12,4,1784,-0.8,-5,14,1,1,112,9,-10,-1.2
O=C1NC(c2ccc(-c3ccccc3[N+](=O)[O-])o2)C(C(=O)c2ccc(F)cc2)C(O)(C(F)(F)F)N1 (configuration not stated),9,1674,-0.1,1,6,4,17,94,-8,7,/
O=C(CN1C(=O)/C(=C/c2ccccc2)SC1=S)Nc1ncc(Cc2ccccc2)s1,13,1627,5.7,12,-7,2,-1,101,/,5,0.19
Cc1c(NC(=O)C(C)N2C(=O)C3CCCCC3C2=O)c(=O)n(-c2ccccc2)n1C (configuration not stated),4,1564,0.5,-5,-20,10,9,93,4,18,0.6
S=c1[nH]nc(-c2ccccn2)n1/N=C/c1ccc(-c2ccccc2Br)o1,69*,4475*,1.0,3,-1,69*,129*,118,0,-23,0.12
Cn1c(=O)cc(SCC(=O)NCc2ccco2)c2ccccc21,38*,2082*,2.0,-4,-7,28*,36*,90,-7,16,/
Cc1ccc(/C=C/S(=O)(=O)Nc2ccc(C)cc2)cc1,3,1613,4.2,-3,15,5,2,108,-10,-8,0.1
Cc1ccc(C2=NC(C(F)(F)F)(C(F)(F)F)c3c(n(-c4ccc(F)cc4)c(=O)[nH]c3=O)N2)cc1,0,1485,-0.4,11,-11,-7,-2,94,-10,11,2.7
C[C@@H](C(=O)O)[C@@H]1C[C@@]1(C)[C@@H](NC(=O)OCc1ccccc1)c1ccccc1,-5,1358,1.9,-12,0,0,-1,97,-6,0,0.28
CCN(CC)C(=O)CSc1nnc(CNc2ccc(F)cc2)n1Cc1ccco1,9,1917,0.7,2,-9,-2,1,107,/,-8,-0.16
CC(Cc1ccccc1)C(=O)N[C@@H](CO)Cc1ccccc1 (some centres not stated),-4,1372,1.9,-9,-8,4,-15,100,-6,-3,0.0026
O=C1c2cccc3c(Cl)ccc(c23)C(=O)N1O,9,1593,-0.1,17,6,9,7,77,4,28,-0.78
N#Cc1ccccc1CSc1nc(N2CCCCC2)nc(N2CCCCC2)n1,-13,1563,5.6,-2,1,-6,5,102,-31,-3,/
O=C(COc1cc(O)c2c(=O)cc(-c3ccccc3)oc2c1)c1ccc(F)cc1,14,1651,1.9,-5,2,-3,-2,90,/,22,/
CC1CCN(C(=O)c2ccc(C(=O)N3CCC(C)CC3)cc2)CC1,-3,1490,/,-6,-9,-3,2,97,-20,5,0.74
COc1ccccc1OCC(=O)Nc1nc(-c2ccc(S(=O)(=O)N3CCOCC3)cc2)cs1,-10,2294*,3.6,-8,9,-2,1,90,/,13,-1.6
O=C(O)c1cccc2c1C(=O)N(Cc1ccncc1)C2,-9,1448,1.6,6,-13,-12,-4,97,15,13,/
COc1ccccc1C(=O)NCc1n[nH]c(=S)n1Cc1ccccc1,2,1506,4.0,-4,-10,5,1,100,-4,2,0.035
COC(=O)COc1cc(Br)c(/C=C2/SC(=O)N(CC(=O)N3CCCC3)C2=O)cc1OC,7,1557,8.1,-1,8,10,-4,104,/,3,0.12
CCOC(=O)c1sc2nc3n(c(=O)c2c1C)CCC3,-2,1648,0.9,-10,-11,-2,3,87,-9,16,-0.88
Cc1cc(C(=O)O)ccc1-n1c(C)cc(/C=C(/C#N)C(=O)Nc2ccccc2)c1C,4,1659,2.6,1,-3,8,12,100,-19,4,0.0017
COC(=O)Nc1ccc(Cn2cc(C(F)(F)F)ccc2=O)cc1,7,1709,2.0,13,7,16,15,109,1,-6,0.32
S=C(NCCc1ccccc1)Nc1ccccn1,4,1674,3.2,-37,-3,2,1,110,-14,-7,-0.035
CN(c1cccc(NC(=O)CN(c2cccc(F)c2)S(C)(=O)=O)c1)S(C)(=O)=O,5,1649,1.2,0,8,-1,8,98,-30,7,0.93
COc1ccccc1N1CCN(C(=O)CSc2nc3ncnc(N)c3[nH]2)CC1,1,1584,0.7,-3,-2,-2,9,92,11,11,/
O=C(Nc1ccc(Cl)cc1C(=O)N1CCOCC1)c1ccco1,6,1547,-0.1,1,-1,1,8,95,25,9,0.59

# Compound profiles, from the list above.
# COC(=O)Nc1ccc(Cn2cc(C(F)(F)F)ccc2=O)cc1 across the screens: PPARg SRC3 recr: 7; TR-FRET SRC-2 ct: 1709; RAM inhibit: 2.0; STAT1 inh: 13; TLR4-MyD88 BLA: 7; PPARg SRC-1 ag: 16; PPARg SRC2 recr: 15; STAT3 activator: 109; S1P3 antag: 1; STAT3 inh: -6; ROMK mod: 0.32
# C/C(=N\OCC(=O)Nc1ccc(Br)cc1)c1cccs1 across the screens: PPARg SRC3 recr: -2; TR-FRET SRC-2 ct: 1354; RAM inhibit: -1.0; STAT1 inh: 3; TLR4-MyD88 BLA: 14; PPARg SRC-1 ag: -2; PPARg SRC2 recr: -2; STAT3 activator: 93; S1P3 antag: -14; STAT3 inh: 8; ROMK mod: -0.094

# Next part
SMILES,PPARg SRC3 recr,TR-FRET SRC-2 ct,RAM inhibit,STAT1 inh,TLR4-MyD88 BLA,PPARg SRC-1 ag,PPARg SRC2 recr,STAT3 activator,S1P3 antag,STAT3 inh,ROMK mod
Cc1nc(Cl)c(C(=O)NCc2ccccc2)c(C)c1Cl,4,1657,0.7,-5,-8,2,-7,87,-2,20,0.92
CC(c1ccccc1)N1CC(C(=O)O)CC1=O (configuration not stated),-2,1340,0.1,8,3,-3,3,96,0,10,/
COc1ccc(OCc2ccc(C(=O)NN)cc2)cc1,-4,1555,-0.4,-3,-8,2,-1,106,/,-8,1
COc1ccc(OC)c2[nH]c(=O)c(CCNC(C)=O)cc12,7,1503,-0.5,9,9,6,-8,102,-35,-3,/
Clc1ccc(CN2CCN(c3ncnc4scc(-c5cccs5)c34)CC2)cc1,2,1610,0.3,0,-3,4,6,92,/,13,/
COc1ccc(C2CC(c3ccc(Cl)cc3)=NN2C(=O)c2cccc([N+](=O)[O-])c2)cc1 (configuration not stated),4,1534,5.8,4,-7,1,5,100,-2,5,/
CCCC1C(C#N)=C(N)Oc2n[nH]c(C(C)(C)C)c21 (configuration not stated),-2,1478,-0.4,7,2,0,4,104,6,2,/
CN(Cc1cnccn1)Cc1nc(Cc2ccccc2F)no1,5,1714,3.3,-17,-153,18,11,100,10,6,0.79
CC1CCN(CCCn2c(SCC(=O)Nc3ccccc3Cl)nc3ccccc3c2=O)CC1,0,1580,2.9,2,-6,6,-1,100,-10,2,-0.64
Cc1cc(=O)[nH]c(-n2nc(C)c(Oc3ccccc3O)c2C)n1,-5,1472,0.0,4,0,1,-2,107,-21,-8,/
CCn1cc([N+](=O)[O-])c(C(=O)Nc2ccn(Cc3ccccc3F)n2)n1,-8,1468,-0.1,3,2,-2,-7,102,/,4,0.11
CC(=O)Oc1ccc2ccccc2c1C(NC(=O)Cc1ccccc1)c1ccccc1 (configuration not stated),7,1563,9.6*,11,2,5,0,95,/,15,/
O=C(NC(=S)Nc1cccc(NC(=S)NC(=O)c2ccco2)n1)c1ccco1,0,1398,6.2,0,3,0,-1,99,-9,4,0.12
C1=C(CCNc2ncnc3c2[nH]c2ccccc23)CCCC1,3,1581,3.4,29,15,2,2,32,41*,83*,-1.8
Cc1ccc(-n2ncc3c(NCc4ccccn4)ncnc32)c(C)c1,-5,1542,-0.2,0,3,-1,-9,82,10,30,/
CCOc1cc2nc(-c3ccc(OC)c(OC)c3)nc(NCCCN3CCOCC3)c2cc1OC,4,1605,1.9,-1,2,1,-2,97,/,5,0.087

# Single values from the list:
# CC(c1ccccc1)N1CC(C(=O)O)CC1=O (configuration not stated) | RAM inhibit = 0.1
# O=C(NC(=S)Nc1cccc(NC(=S)NC(=O)c2ccco2)n1)c1ccco1 | STAT1 inh = 0
# CCOc1cc2nc(-c3ccc(OC)c(OC)c3)nc(NCCCN3CCOCC3)c2cc1OC | PPARg SRC-1 ag = 1
# CCCC1C(C#N)=C(N)Oc2n[nH]c(C(C)(C)C)c21 (configuration not stated) | PPARg SRC3 recr = -2
# Cc1nc(Cl)c(C(=O)NCc2ccccc2)c(C)c1Cl | PPARg SRC3 recr = 4
# COc1ccc(OC)c2[nH]c(=O)c(CCNC(C)=O)cc12 | STAT3 inh = -3
# CC1CCN(CCCn2c(SCC(=O)Nc3ccccc3Cl)nc3ccccc3c2=O)CC1 | STAT1 inh = 2

# Outcome played no part in choosing rows (roughly 5.6% active in at least one column).
